N370S GC mod – qHTS Assay for Inhibitors and Activators of N370S glucocerebrosidase as a Potential Chaperone Treatment of Gaucher Disease. N370S GC spleen homogenate, 4MU-glucoside fluorescence. 330,000 compounds, 0.092% hits. Lysosomal acid glucosylceramidase (Homo sapiens), P04062. Potency, µM (highest dose often 59.4 µM), without a hit: at the highest dose activity change, negative = inhibition, most hits filed as inhibitors;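 also: 0% = full enzyme activity and -100% = no enzyme basal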
TDP1 inh – qHTS Assay for Inhibitors of Tyrosyl-DNA Phosphodiesterase (TDP1); Potency, µM (highest dose often 130 µM), inactives show top-dose activity change, negative = inhibition, usual class: inhibitors; Tyrosyl-DNA phosphodiesterase 1 (Homo sapiens), Q9NUW8; recombinant TDP1, AlphaScreen DNA substrate cleavage; 350,000 compounds, 0.28% hits; also: nearly all actives have a fitted effect of over 40% in size
Target sequence (Q9NUW8 whole entry, looked up): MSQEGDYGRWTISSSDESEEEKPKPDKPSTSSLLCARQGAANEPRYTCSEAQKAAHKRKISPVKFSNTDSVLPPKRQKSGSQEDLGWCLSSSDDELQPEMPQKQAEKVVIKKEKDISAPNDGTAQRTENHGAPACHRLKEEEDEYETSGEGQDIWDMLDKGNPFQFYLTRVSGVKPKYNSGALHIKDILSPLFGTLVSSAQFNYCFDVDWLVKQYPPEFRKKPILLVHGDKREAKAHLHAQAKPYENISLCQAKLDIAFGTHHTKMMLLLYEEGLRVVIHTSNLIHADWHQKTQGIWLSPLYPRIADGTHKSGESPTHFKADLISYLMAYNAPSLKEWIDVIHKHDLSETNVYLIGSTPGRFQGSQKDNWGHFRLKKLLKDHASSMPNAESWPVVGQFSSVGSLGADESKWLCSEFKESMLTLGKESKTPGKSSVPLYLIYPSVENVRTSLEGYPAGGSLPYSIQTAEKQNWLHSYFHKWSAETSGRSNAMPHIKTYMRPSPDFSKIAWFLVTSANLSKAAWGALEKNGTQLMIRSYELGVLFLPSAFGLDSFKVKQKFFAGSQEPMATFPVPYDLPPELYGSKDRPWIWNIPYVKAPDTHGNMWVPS
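Compounds were preincubated with Tdp1 (1 nM final) for 15 min at room temperature before substrate (15 nM final) started a 5 min reaction; beads (10 ug/ml final) were then added for 10 min before AlphaScreen detection.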
FEN1 inh – qHTS Assay for the Inhibitors of Human Flap endonuclease 1 (FEN1); 390,000 compounds, 0.35% hits; Potency, µM (doses to about 114 µM), for the others: top-dose activity change, negative = inhibition, most hits filed as inhibitors; P39748; AID 588795, 2011; Recombinant FEN1 flap cleavage, fluorescence, 15 min; also: nearly all actives have a fitted effect of over 65% in size
Target sequence (P39748 whole entry, looked up): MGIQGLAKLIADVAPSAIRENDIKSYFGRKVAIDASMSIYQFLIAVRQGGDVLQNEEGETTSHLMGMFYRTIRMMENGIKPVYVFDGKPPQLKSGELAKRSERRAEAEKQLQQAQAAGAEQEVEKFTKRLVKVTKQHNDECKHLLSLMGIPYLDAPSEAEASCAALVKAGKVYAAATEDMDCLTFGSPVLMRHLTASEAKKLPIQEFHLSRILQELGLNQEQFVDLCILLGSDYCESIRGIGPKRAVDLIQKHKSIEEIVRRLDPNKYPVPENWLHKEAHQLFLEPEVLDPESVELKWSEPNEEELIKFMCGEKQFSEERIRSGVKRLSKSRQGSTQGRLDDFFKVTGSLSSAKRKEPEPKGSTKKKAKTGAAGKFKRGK
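Reaction started by adding substrate (50 nM final) to 10 nM enzyme after 15 min room-temperature compound preincubation. Reads at 0 and 15 min, with data normalized and fitted to a four-parameter Hill equation.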
An asterisk follows results filed as active; ? = inconclusive; . = not tested or not shown; & = joins results of further samples; [ ] = dose if it differs, or a comment. Calls follow the shape of the dose curve; as a rule, active = well fitted curve in the direction sought with a large enough effect; inconclusive = small, poorly fitted or top-dose-only effect, or another doubt; inactive = no such curve, though single readings can be large; an effect the other way counts as inactive or inconclusive. Unless noted, % is scaled to controls: 0 for no effect and ±100 for the full control effect; potency is read from the fitted curve at half-maximal effect. Compounds were not picked by outcome; any-hit rate near 0.57%.

SMILES	N370S GC mod	TDP1 inh	FEN1 inh
COc1cccc2cc(C(=O)NCC3CCCO3)c(=O)oc12 (stereo not drawn)	-3%	0%	9%
Oc1[nH]c2c(Cl)cc(Cl)cc2c1N=NC(=S)NCC1CCCO1 (stereo not drawn)	-2%	7%	2%
CCOC(=O)COc1ccc([N+](=O)[O-])cc1-c1ccnc2cc(-c3ccc(C)cc3)nn12	.	3%	-9%
COc1ccccc1/C=C/C=N/n1c(-c2ccco2)n[nH]c1=S	-1%	1%	-3%
CCN(CC)CCn1c(-c2ccccc2)csc1=Nc1ccccc1	.	-5%[12.3 µM]	-1%
Cc1c(O)ccc(C(=O)CN2CCN(Cc3ccccc3)CC2)c1O	-8%	3%	5%
C#CCOc1nc(OCC#C)nc(OCC#C)n1	-5%	6%	0%
O=c1[nH]c2ccc(S(=O)(=O)NCCO)cc2[nH]1	-20%	1%	-3%
Cc1ccc2sc(N(CCCN(C)C)C(=O)c3ccc(Br)s3)nc2c1C	-21%	6%	-3%
CCN(CC)CCN1C(=O)c2oc3ccccc3c(=O)c2C1c1ccc(F)cc1 (stereo not drawn)	-5%	2%	6%
COc1cccc(O)c1CN1CCC(C(=O)Nc2ccc(Oc3cccnc3)cc2)CC1	-18%	7%	0%
Cc1cccc(NC(=O)c2ccc3nc(N4CCOCC4)sc3c2)c1C	3%	.	-12%
CC[C@]12c3[nH]c4ccccc4c3CCN1C(=O)C(CC(=O)NCc1ccco1)C[C@@H]2C(=O)N1CCN(C(=O)c2ccco2)CC1 (stereo partly drawn)	.	2%	-7%
CCCC(=O)Nc1cc2nn(-c3ccccc3)nc2cc1C	.	5%[12.3 µM]	-3%
CCC1NC(=S)NC(C)=C1C(=O)c1ccccc1 (stereo not drawn)	-4%	0%	-1%
O=C(NCCc1cn2ccsc2n1)C1CCCCC1	1%	4%	-9%
CCCN(CC(=O)Nc1ccccc1C)C(=O)c1ccc(-c2ccc(C(C)=O)cc2)o1	2%	.	-1%
Cc1ccc(S(=O)(=O)Nc2ccccc2CNc2ncc(Br)cc2Br)cc1	14%	5%	-6%
Cc1ccc(NS(=O)(=O)c2ccc3[nH]c(=O)[nH]c3c2)c(C)c1	-3%	0%	3%
O=C(CC12CC3CC(CC(C3)C1)C2)NCc1ccc(F)cc1	-1%	3%	5%
Cc1ccccc1CS(=O)(=O)Cc1ccc(C(=O)NCCCN2CC(C)CC(C)C2)o1 (stereo not drawn)	-6%	1%	-2%
Cc1nc(SCc2nc3ccccc3[nH]2)c2oc3cc([N+](=O)[O-])ccc3c2n1	.	3%	-8%
Cc1ccc(CNC(=O)CSCc2ccccc2F)cc1	4%	5%	-3%
CCOc1ccccc1NC(=O)C1=C(C)Nc2ncnn2C1c1ccc(NC(C)=O)cc1 (stereo not drawn)	.	-1%	16%
CC(C)(C)c1ccc(C(=O)NCCC(=O)NCc2cccs2)cc1	-9%	0%	-5%
CCc1ccccc1NC(=O)Nc1cc(C(=O)NCc2ccc(OC)cc2)ccc1N1CCCC1	.	4%	50%
CNCC(O)CN1CCN(c2ccccc2OC)CC1 (stereo not drawn)	-11%	1%	5%
Cc1ccc(OCC(O)CN2CCCC2)cc1 (stereo not drawn)	-8%	.	11%
Cc1nc(/C=[N+](\[O-])C(C)(C)/C=N/O)n(O)c1C	-3%	-5%	-2%
Cc1ccc(C)c(S(=O)(=O)NC(CCC(N)=O)C(=O)O)c1 (stereo not drawn)	-13%	1%	7%
O=C1NC(SCCCF)=N/C1=C/c1ccc(-n2cncn2)cc1	-5%	1%	-7%
Cc1oc2ncn(CC(C)C)c(=O)c2c1C(=O)NCCCN(C)Cc1ccccc1	.	0%	-2%
CCOCc1cc(C2NC(=O)NC(C)=C2C(=O)OCC)ccc1OC (stereo not drawn)	.	-9%	0%
CC(=O)Nc1ccc(NC(=O)C2CCCCC2C(=O)O)cc1 (stereo not drawn)	20%	3%	1%
COC(=O)c1[nH]c2cc(OC)c(OC)cc2c1NC(=O)c1cccc(OC)c1	5%[2.35 µM]	7%	-22%
N/C(=N\c1nc2c(c(=O)[nH]1)CCC2)Nc1ccccc1	3%	3%	-5%
CC(NC(=O)COC(=O)CCc1ccc(S(=O)(=O)N2CCOCC2)cc1)C1CC2CCC1C2 (stereo not drawn)	-2%	0%	-1%
COc1cccc(CNC(=O)c2ccc(C)c(S(=O)(=O)N3CCOCC3)c2)c1	-7%	-10%	2%
O=S(=O)(c1ccc(Cl)cc1)N1CCC(O)(c2cccnc2)CC1	-25%	6%	-2%
COc1ccc(N2CCN(c3ccc(Cl)nn3)CC2)cc1	7%	-7%	-6%

5 of the entries above in order of the N370S GC mod value, highest first.
canonical_smiles	N370S GC mod	TDP1 inh
O=C(NCCc1cn2ccsc2n1)C1CCCCC1	1%	4%
O=C(CC12CC3CC(CC(C3)C1)C2)NCc1ccc(F)cc1	-1%	3%
Oc1[nH]c2c(Cl)cc(Cl)cc2c1N=NC(=S)NCC1CCCO1 (stereo not drawn)	-2%	7%
Cc1ccccc1CS(=O)(=O)Cc1ccc(C(=O)NCCCN2CC(C)CC(C)C2)o1 (stereo not drawn)	-6%	1%
CC(C)(C)c1ccc(C(=O)NCCC(=O)NCc2cccs2)cc1	-9%	0%

Remaining list, next part:
SMILES	N370S GC mod	TDP1 inh	FEN1 inh
COc1ccc(C(=O)OCC(=O)N2CCOCC2)cc1S(=O)(=O)N1CCOCC1	.	-2%	21%
Cc1nc(Cc2nnc(SC(C)C(=O)N3c4ccccc4NC(=O)C3(C)C)o2)cs1 (stereo not drawn)	.	-17%	17%
Cc1c(NS(=O)(=O)c2ccc(Cl)c(C(=O)OC(C)C(=O)N3CCOCC3)c2)c(=O)n(-c2ccccc2)n1C (stereo not drawn)	-1%	3%	0%
O=C(Nc1cccnc1)c1ccc(S(=O)(=O)N2CCCCCC2)cc1	-4%	8%	-3%
Cc1ccc(CNC(=O)C(=O)NCC(c2cccs2)S(=O)(=O)c2cccs2)cc1 (stereo not drawn)	.	5%	-4%
COc1ccc(C(=O)OCC(=O)c2cc(OC)ccc2OC)c(OC)c1	11%	2%	-3%
COc1cc(-c2coc3cc(O[C@H]4OC(CO)C(O)C(O)C4O)c(OC)c(O)c3c2=O)cc(O)c1OC (stereo partly drawn)	-20%	7%[56.1 µM]	.
COc1ccc(/C=C/C(=O)Nc2ccccc2C(F)(F)F)cc1	-1%	-3%	-1%
COc1ccc(C/C(O)=C(\C#N)c2nc3ccccc3[nH]2)cc1OC	-1%	1%	-8%
CC1(O)CCC(C(C)(C)O)CC1 (stereo not drawn)	-7%&-6%&-1%	11%&11%&6%	.
S=C(Nc1cccc(Cl)c1Cl)NC1CCN(Cc2ccccc2)CC1	-6%	4%	2%
Cc1c(C(=O)N2CCN(C(=O)c3ccccc3)CC2)oc2ccc(F)cc12	.	-16%	-12%
COc1cccc(C(=O)Nc2cccc(C(=O)OCc3cc(=O)n4nc(C(C)C)sc4n3)c2)c1	.	-4%	20%
CN1CCN(c2nc(-c3ccccc3)nc3c2oc2ccccc23)CC1	-6%	1%	4%
Cc1nc2ccccc2n1C1CCN(CC(=O)Nc2ccccc2Br)CC1	-5%	0%	12%
CC1CCCN(CCOCCOc2ccccc2-c2ccccc2)C1 (stereo not drawn)	-36%	-3%	2%
CCOc1ccc(NC(=O)COc2ccc(S(=O)(=O)N3CCCC3)cc2)cc1	2%	.	-3%
O=C1c2ccccc2C(=O)c2c1cccc2N1CCCC1	3%	2%	?
Cn1c(-c2nonc2N)nc2ccccc21	1%	3%	10%
COc1ccccc1CNC(=O)CSc1n[nH]c(N)n1	-4%	-17%	0%
O=S(=O)(/N=C(\c1ccc(Cl)cc1)N1CCOCC1)c1ccccc1	-3%	0%	1%
O=c1[nH]c(SCc2c(F)cccc2Cl)nc2c1CCC2	.	0%	-6%
Cc1ccc(-c2cn(-c3ccccc3)c(SCC(N)=O)n2)cc1C	15%	-1%	-2%
CCOC(=O)C1CCN(S(=O)(=O)c2ccc(-c3ccccn3)s2)CC1	2%	0%	2%
COc1ccccc1S(=O)(=O)N1CCN(S(=O)(=O)c2cccs2)CC1	.	0%	-1%
CC(=O)NC12CC3CC(C1)CC(C(=O)N1CCN(S(=O)(=O)c4cccc(F)c4)CC1)(C3)C2	-18%	4%	-3%
CC1CCCN(Cc2nc3c(c(=O)n(C)c(=O)n3C)n2CC(N)=O)C1 (stereo not drawn)	4%	0%	-2%
Cc1cc(C)nc(SCC(=O)Nc2ccc(S(=O)(=O)Nc3ncccn3)cc2)n1	13%	6%	3%
OC(COCc1ccccc1)CN1CCCCC1 (stereo not drawn)	-17%	1%	19%
Cc1ccc([N+](=O)[O-])cc1NC(=O)c1c(-c2ccccc2)noc1C	-3%	4%	-3%
CCOC(=O)C1=NNC2(c3ccc(Cl)cc3)C(=O)N(c3cc(C)cc(C)c3)C(=O)C12 (stereo not drawn)	-2%	1%	4%
CCCCN(C)C1=Nc2cccc3cccc1c23	-4%	3%	-13%
CN(C)C(=O)CN(C)S(=O)(=O)c1ccc(Cl)cc1	8%	-2%	13%
COc1ccc(CNc2nc3c(c(=O)n(Cc4ccc(Cl)cc4)c(=O)n3C)n2C)cc1	15%	8%	-18%
Cc1c(N=C2N=C(NC(=O)Nc3ccc(Cl)cc3)c3ccccc32)c(=O)n(-c2ccccc2)n1C	7%	1%	-3%
CN(C(=O)CSc1ncc(C(F)(F)F)cc1Cl)c1c(N)n(Cc2ccccc2)c(=O)[nH]c1=O	0%	1%	-11%
Cc1ccc(NC(=O)CS(=O)CC(=O)N(CC(=O)NC(C)(C)C)c2cccc(C)c2C)cc1 (stereo not drawn)	-1%	-8%	-1%
Cc1ccc(S(=O)(=O)N2CCC(C(=O)NCCc3ccc(S(N)(=O)=O)cc3)CC2)cc1	1%	-1%	-12%
CCc1cccc(NC(=O)c2c(C)oc3ncnc(N4CCCCC4)c23)c1	.	4%	-2%
O=C1CC(N2CCN(c3ccccc3Cl)CC2)C(=O)N1c1cccc(F)c1 (stereo not drawn)	-6%	3%	-4%
O=C(Nc1ccc(Cl)c(S(=O)(=O)N2CCOCC2)c1)c1ccc2c(c1)OCCO2	-7%	-2%	-19%
CCOC(=O)c1c(C)n(C)c2cc(-c3ccc(C)cc3)c(O)cc12	-7%	0%	1%
CCC(C)c1ccc(NC(=S)NC(C)C2CCCO2)cc1 (stereo not drawn)	14%	4%	10%
Cc1noc(NS(=O)(=O)c2ccc(NC(=O)c3cccc(S(=O)(=O)Nc4ccccc4F)c3)cc2)c1C	.	0%	-3%
CCOC(=O)c1ccc(NC(=O)C(C)Sc2nc(=O)cc(N)n2CCc2ccccc2)cc1 (stereo not drawn)	.	3%	-19%
CCCOc1ccc(/C=N/NC(=O)C(=O)Nc2ccccn2)cc1	-7%	5%	-2%
O=C(NC(=S)NC1C2CC3CC(C2)CC1C3)C12CC3CC(CC(C3)C1)C2 (stereo not drawn)	-5%	5%	1%
COc1cc(SC)ccc1C(=O)Nc1ccon1	2%	5%	1%

Copied from above (six entries):
SMILES	N370S GC mod	TDP1 inh	FEN1 inh
O=C1CC(N2CCN(c3ccccc3Cl)CC2)C(=O)N1c1cccc(F)c1 (stereo not drawn)	-6%	3%	-4%
O=C(Nc1ccc(Cl)c(S(=O)(=O)N2CCOCC2)c1)c1ccc2c(c1)OCCO2	-7%	-2%	-19%
CCOC(=O)c1c(C)n(C)c2cc(-c3ccc(C)cc3)c(O)cc12	-7%	0%	1%
CCC(C)c1ccc(NC(=S)NC(C)C2CCCO2)cc1 (stereo not drawn)	14%	4%	10%
Cc1noc(NS(=O)(=O)c2ccc(NC(=O)c3cccc(S(=O)(=O)Nc4ccccc4F)c3)cc2)c1C	.	0%	-3%
CCOC(=O)c1ccc(NC(=O)C(C)Sc2nc(=O)cc(N)n2CCc2ccccc2)cc1 (stereo not drawn)	.	3%	-19%

Single records, from the list above. Screens in order: N370S GC mod | TDP1 inh | FEN1 inh
CCC(C)c1ccc(NC(=S)NC(C)C2CCCO2)cc1 (stereo not drawn) reads 14% | 4% | 10%
COc1cc(SC)ccc1C(=O)Nc1ccon1 reads 2% | 5% | 1%
O=C(NC(=S)NC1C2CC3CC(C2)CC1C3)C12CC3CC(CC(C3)C1)C2 (stereo not drawn) reads -5% | 5% | 1%
Cc1noc(NS(=O)(=O)c2ccc(NC(=O)c3cccc(S(=O)(=O)Nc4ccccc4F)c3)cc2)c1C reads . | 0% | -3%

Screens deposited in PubChem by National Center for Advancing Translational Sciences (NCATS).
